Bioassay records: PubChem, National Center for Advancing Translational Sciences (NCATS)
HTT aggregate = mutant huntingtin aggregation inhibition; PC12 HttQ103-GFP aggregates, Acumen cytometry, 40 h; Potency, µM (titrated, usually from 46.1 µM), without a hit: at the top dose activity change, negative = inhibition, actives largely listed as inhibitors; 1.1% of 220,000 active; note: % is set by controls: 0 for no effect and ±100 for the full control effect; nearly all actives have a fitted effect of over 60% in size
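Using laser scanning cytometry, GFP-positive aggregates were counted after lysis of PC12 cells induced with 100 nM tebufenozide to express HTT exon 1 Q103–GFP. Compounds were tested in titration.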
IMPase Li inh = membrane-permeable IMPase blocker, potentiated with lithium | CHO-M1 cells, IP1 TR-FRET (IP-One), carbachol + lithium | Potency, µM (series often up to 59.4 µM), without a hit: at the top dose activity, negative = IMPase inhibition, most hits filed as inhibitors | 0.35% of 210,000 active;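 note: IP1 builds up when IMPase is blocked and the TR-FRET signal falls; plate controls were basal vehicle for no effect and high inhibitor control for full effect; nearly all actives have a fitted effect of over 50% in size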
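Test compounds were applied to CHO-M1 cells previously cultured for 16–30 h at 2000 per well. A small lithium amount accompanied them; after 30 min at 37C, IP1 was quantified by TR-FRET.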
GAA glycogen mod = alters human alpha-glucosidase cleavage of glycogen. P10253. recombinant GAA, glycogen substrate, Amplex Red glucose oxidase fluorescence. Potency, µM (top dose mostly 76.4 µM), for the others: at the highest dose activity change, negative = inhibition, usual class: inhibitors. 0.38% of 300,000 active;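 note: 0% = full enzyme reaction and -100% = no-enzyme basal signal; the screen sought inhibitors and activators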
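Natural-substrate format: glycogen cleavage by 4 nM human enzyme, glucose read by Amplex Red coupling (Ex 573, Em 610 nm). Normalized to enzyme and no-enzyme controls.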
GoLoco inh red = inhibitors of human Gai1-RGS12 GoLoco interaction (red fluorophore) | 0.44% of 230,000 active | Potency, µM (titrated, usually from 61.6 µM), inactives show at the highest dose activity, negative = inhibition, usual class: inhibitors | P63096 | Gai1:RGS12 GoLoco peptide FP, rhodamine, 10 min; active = well fitted inhibition curve with a large enough effect, not every such curve was filed as active; inactive = no such curve, though single readings can be large or run the other way; note: % is set by controls: 0 for no effect and ±100 for the full control effect; nearly all actives have a fitted effect of over 30% in size; many of its hits are not listed in these tables
Target sequence (P63096 whole entry, looked up): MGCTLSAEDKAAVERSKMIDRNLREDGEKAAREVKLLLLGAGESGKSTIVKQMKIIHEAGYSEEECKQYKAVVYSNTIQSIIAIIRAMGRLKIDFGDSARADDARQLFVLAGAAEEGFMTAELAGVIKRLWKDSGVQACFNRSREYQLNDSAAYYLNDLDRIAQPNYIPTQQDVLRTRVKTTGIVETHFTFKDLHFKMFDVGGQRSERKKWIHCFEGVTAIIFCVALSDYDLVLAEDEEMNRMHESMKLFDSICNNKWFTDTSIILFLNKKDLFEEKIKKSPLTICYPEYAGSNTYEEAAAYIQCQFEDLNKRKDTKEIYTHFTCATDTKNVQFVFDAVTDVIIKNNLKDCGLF
HTT ATP protect = cytoprotection in Huntington HTT-Q103 PC12 cell model | PC12 HTT-Q103 induced, cytoprotection, ATP luminescence, 40 h | Potency, µM (titrated, usually from 56.4 µM), inactives show cytoprotection (ATP increase), usual class: activators | 0.14% of 230,000 active | AID 1471;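 note: % of control where 0% means no effect; nearly all actives have a fitted effect of over 45% in size; toxic huntingtin expression switched on by the ecdysone agonist tebufenozide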
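Stable PC12 Q103-GFP cells in serum-supplemented, phenol red-free DMEM; induction by tebufenozide at 100 nM final; compound dose series; cell viability quantified luminescently from ATP.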
GAA inh = inhibitors of human lysosomal alpha-glucosidase. purified human GAA, 4-MU-alpha-glucoside fluorescence. 0.005% of 200,000 active. Potency, µM (titrated, usually from 76.9 µM), for inactives: at the highest dose activity change, negative = inhibition, most hits filed as inhibitors. P10253;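 note: plate controls were uninhibited enzyme wells for no effect and no-enzyme background for full effect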
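Human enzyme at 4 nM with 400 uM 4-methylumbelliferyl-alpha-D-pyranoside, citrate/phosphate buffer pH 5.0, 0.005% Tween-20, 20 min at room temperature. Compounds up to 77 uM. 4-MU fluorescence (Ex 365/Em 440) read after NaOH/glycine stop; AC50 from Hill fit.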
aGlu spleen mod = inhibitors or activators of human alpha-glucosidase in spleen homogenate; P10253; human spleen homogenate, 4-MU-alpha-glucoside fluorescence; Potency, µM (doses to about 79.9 µM), without a hit: at the highest dose activity change, negative = inhibition, usual class: inhibitors; 0.006% of 240,000 active; AID 2112;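 note: 0% = enzyme with vehicle and -100% = no enzyme basal signal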
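AC50 values come from Hill-equation fits of concentration-response data, normalized to no-enzyme and full-activity controls. Enzyme source: 1 ug human spleen homogenate; 1 mM fluorogenic 4-MU glucoside, pH 5.0 citrate buffer, 37 C, 40 min.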
The depositor's hits bear a star; ? = inconclusive; · = no result given; & = joins results of further samples; [ ] = remark or other dose. Unless noted, calls come from the whole dose curve; as a rule, active = well fitted curve in the direction sought with a large enough effect; inconclusive = small, poorly fitted or top-dose-only effect, or another doubt; inactive = no such curve, though single readings can be large; an effect the other way counts as inactive or inconclusive. Potency is the fitted concentration of half-maximal effect.

Results follow in this order: HTT aggregate | IMPase Li inh | GAA glycogen mod | GoLoco inh red | HTT ATP protect | GAA inh | aGlu spleen mod
1	CC(C)CC12CN3CCN(CC(C3)/C1=N/O)C2
    13% | 10%[38.3 µM] | 5% | 2% | 7%[10 µM] | 6% | -2%
2	O=C(CCN1C(=O)COc2ccccc21)N1CCC2(CC1)OCCO2
    6% | -18%[38.3 µM] | 6% | -14% | -10% | 4% | -5%
3	O=C(Cn1ncc2ccsc2c1=O)N1CCC2(CC1)OCCO2
    -3% | -2%[38.3 µM] | 0% | 5% | -1% | -2% | -8%
4	CCc1c(C)nc(N)nc1N1N=C1SCC#N
    2%[9.22 µM] | 15%[38.3 µM] | -3% | 3% | 11% | 4% | -2%
5	OC(c1cccc(Cl)c1)(c1cccc(Cl)c1)C1CN2CCC1CC2 (stereo unspecified)
    -16%[9.22 µM] | 28% | 0% | -14% | -51%[inhibitor][10 µM] | 11% | -1%
6	Cc1noc(C(=O)Nc2sc3c(c2C#N)CCC3)c1Cl
    ? | -4%[38.3 µM] | 12% | -8% | -143%[inhibitor] | -1% | -2%
7	Cc1oc2ccc(OC(=O)N(C)C)cc2c1C(=O)OC(C)C
    -29% | 15% | 3% | 6% | 0%[10 µM] | 5% | -12%
8	COc1cccc(C(=O)C2CCCN(Cc3ccc4nonc4c3)C2)c1 (stereo unspecified)
    0%[9.22 µM] | 8% | -11% | 6% | -12%[10 µM] | ? | 1%
9	Cc1nnc2n1-c1sc(CCC(=O)N3CCOCC3)cc1C(c1ccccc1Cl)=NC2
    · | -2% | · | -3% | -106%[inhibitor] | · | -7%
10	N=c1c[n+](CC23CC4CC(CC(C4)C2)C3)[n-]o1
    -16% | -21%[38.3 µM] | 9% | 3% | -32% | 3% | -19%
11	Cc1o[nH]c(=O)c1CC(N)C(=O)O (stereo unspecified)
    · | -1% | · | -8% | · | · | -9%
12	N#Cc1ccc(CN2CC3(CCNCC3)C2)cc1
    · | -3% | · | 15% | ? | · | -1%
13	CCCCCn1c(=O)c(C(=O)NCc2ccncc2)c(O)c2ccccc21
    22µM* | 15%[38.3 µM] | -14% | 4% | 3%[10 µM] | -4% | 2%
14	CCCCc1nc2ccccc2c(=O)n1-c1ccc(Cl)cc1[N+](=O)[O-]
    1% | 21%[38.3 µM] | 8% | 6% | -24% | 11% | -15%
15	O=C(O)c1sc2cc(Cl)ccc2c1Cl
    9%[9.22 µM] | · | 2% | 2% | 7%[10 µM] | · | 1%
16	CNC(=O)Oc1cccc2ccccc12
    12%[9.22 µM] | -12% | 35µM* | -6%&10% | 4%[10 µM] | · | -3%&6%
17	COc1ccc(N2C(=O)NC(=O)C(CCc3ccncc3)(CCc3ccncc3)C2=O)cc1
    -7% | 6% | 8% | 11% | 38%[10 µM] | 0% | 6%
18	CC(C)CC(=O)C[C@H](O)C(Cl)(Cl)Cl
    · | 7% | · | -3%[14.2 µM] | -16%[10 µM] | · | ·
19	C[C@@H]1NCCc2cc(O)c(O)cc21
    · | 6% | · | 3.5µM* | -49%[inhibitor][17.1 µM] | · | 7%[29.1 µM]
20	CNC(C(=O)c1ccccc1)C(OC)c1cccc([N+](=O)[O-])c1 (stereo unspecified)
    1%[9.22 µM] | · | 5% | 1% | 12%[10 µM] | -4%[15.4 µM] | 1%
21	Cc1ccc(OP(=O)(NC(C)c2ccccc2)Oc2ccc(C)cc2)cc1 (stereo unspecified)
    20%[9.22 µM] | 15% | -13% | -3% | -20%[10 µM] | -4% | 2%
22	CC1CN(C)C(C)(C)CC1(O)c1ccccc1 (stereo unspecified)
    9% | 47%[activator][38.3 µM] | 4% | -12% | -6% | -16% | 1%
23	C(=NC1CCCCC1)=NC1CCCCC1
    · | 6% | · | 8% | 27% | · | -2%
24	CCN(CC)C(=O)c1ccc(NC(=O)CCCSc2ccccc2)cc1
    15% | 2% | -6% | -2% | -29% | 0% | 1%
25	CC(=NCc1ccco1)c1c(O)n(C)c(=O)n(C)c1=O
    16µM* | -18%[38.3 µM] | ? | -14% | -15%[0.074 µM] | 7% | -1%
26	CN1CCN(Cc2cc(C(C)(C)C)c(O)c(C(C)(C)C)c2)CC1
    22% | 38%[activator][38.3 µM] | 5% | -2% | 8%[10 µM] | 6% | 3%
27	O=C(COc1ccccc1)N1CCN(C/C=C/c2ccccc2)CC1
    -7% | 3%[38.3 µM] | -10% | -1% | 2% | -7% | -10%
28	c1cncc(CNCCc2c[nH]c3ccccc23)c1
    -2% | 7% | -8% | -5% | -2% | -8% | -2%
29	COP(=O)(OC)C(O)C(Cl)(Cl)Cl (stereo unspecified)
    23%&26% | -2% | 4% | 2%&-4% | ? | -2%[15.4 µM] | 5%
30	O=C1CN(C(=O)COC(=O)Cc2ccccc2)c2ccccc2N1
    10% | 3% | 13% | 6% | -3%[10 µM] | -5% | 0%

A draw from above in order of SMILES length, lowest first:
Results follow in this order: HTT aggregate | IMPase Li inh | GAA glycogen mod | GoLoco inh red | HTT ATP protect | GAA inh | aGlu spleen mod
16	CNC(=O)Oc1cccc2ccccc12
    12%[9.22 µM] | -12% | 35µM* | -6%&10% | 4%[10 µM] | · | -3%&6%
23	C(=NC1CCCCC1)=NC1CCCCC1
    · | 6% | · | 8% | 27% | · | -2%
15	O=C(O)c1sc2cc(Cl)ccc2c1Cl
    9%[9.22 µM] | · | 2% | 2% | 7%[10 µM] | · | 1%
29	COP(=O)(OC)C(O)C(Cl)(Cl)Cl (stereo unspecified)
    23%&26% | -2% | 4% | 2%&-4% | ? | -2%[15.4 µM] | 5%
22	CC1CN(C)C(C)(C)CC1(O)c1ccccc1 (stereo unspecified)
    9% | 47%[activator][38.3 µM] | 4% | -12% | -6% | -16% | 1%
28	c1cncc(CNCCc2c[nH]c3ccccc23)c1
    -2% | 7% | -8% | -5% | -2% | -8% | -2%
18	CC(C)CC(=O)C[C@H](O)C(Cl)(Cl)Cl
    · | 7% | · | -3%[14.2 µM] | -16%[10 µM] | · | ·
25	CC(=NCc1ccco1)c1c(O)n(C)c(=O)n(C)c1=O
    16µM* | -18%[38.3 µM] | ? | -14% | -15%[0.074 µM] | 7% | -1%
30	O=C1CN(C(=O)COC(=O)Cc2ccccc2)c2ccccc2N1
    10% | 3% | 13% | 6% | -3%[10 µM] | -5% | 0%
24	CCN(CC)C(=O)c1ccc(NC(=O)CCCSc2ccccc2)cc1
    15% | 2% | -6% | -2% | -29% | 0% | 1%
26	CN1CCN(Cc2cc(C(C)(C)C)c(O)c(C(C)(C)C)c2)CC1
    22% | 38%[activator][38.3 µM] | 5% | -2% | 8%[10 µM] | 6% | 3%
21	Cc1ccc(OP(=O)(NC(C)c2ccccc2)Oc2ccc(C)cc2)cc1 (stereo unspecified)
    20%[9.22 µM] | 15% | -13% | -3% | -20%[10 µM] | -4% | 2%
20	CNC(C(=O)c1ccccc1)C(OC)c1cccc([N+](=O)[O-])c1 (stereo unspecified)
    1%[9.22 µM] | · | 5% | 1% | 12%[10 µM] | -4%[15.4 µM] | 1%
14	CCCCc1nc2ccccc2c(=O)n1-c1ccc(Cl)cc1[N+](=O)[O-]
    1% | 21%[38.3 µM] | 8% | 6% | -24% | 11% | -15%
17	COc1ccc(N2C(=O)NC(=O)C(CCc3ccncc3)(CCc3ccncc3)C2=O)cc1
    -7% | 6% | 8% | 11% | 38%[10 µM] | 0% | 6%

(further entries)
Results follow in this order: HTT aggregate | IMPase Li inh | GAA glycogen mod | GoLoco inh red | HTT ATP protect | GAA inh | aGlu spleen mod
31	CCOC(=O)C(O)(c1ccc(N=c2ccccn2C)cc1)C(F)(F)F (stereo unspecified)
    -6%[9.22 µM] | · | -5% | -11% | -9%[10 µM] | · | 0%
32	CN1CCC2(CC1)C(C#N)=C(N)NC(S)=C2C#N
    ? | 16% | -5%&-18% | 183%[activator] | -28% | -2%&5% | -5%&-8%
33	CC(C)CC(N)C1(c2ccc(Cl)cc2)CCC1 (stereo unspecified)
    · | 3% | · | 4% | -38%[inhibitor] | · | -7%
34	O[C@@H]1CCCC[C@@H]1N1CCC(c2ccccc2)CC1
    · | 5% | · | 2% | -25% | · | 3%
35	COC(=O)c1ccc(COc2cc(C)cc3oc(=O)c4c(c23)CCCC4)o1
    13% | -7%[38.3 µM] | 3% | -10% | -12%[10 µM] | -6% | 4%
36	CCCN1CCC2(CC1)NC(CO)(CO)CO2
    -11% | -6% | 2% | 0% | -3%[10 µM] | 6% | -3%
37	CC1=C2CCC3C4CCC(=O)[C@@]4(C)CCC3[C@]2(C)CCC1=O (stereo partly specified)
    · | -2% | · | 7% | ? | · | -7%

Only part of the results is shown; rates above refer to the full screens.
